ATG4B inh: ATG4B protease inhibitors, primary screen, biochemical, fluorescence, uHTS; Cysteine protease ATG4B (Homo sapiens), Q9Y4P1; inhibition, % at 8.33 µM; 0.51% of 340,000 active; ATG4B cleavage of LC3-PLA2, NBD-HPC fluorescence, 1 h; in the data active means inhibition above about 40%
mIAP activ: activators of mouse IAP, primary screen, biochemical, luminescence, uHTS | muIAP, CDP-Star luminescence, 30 min; stronger effect = higher value; 1 = vehicle-only enzyme signal, 0 = enzyme-free wells | 0.24% of 330,000 active | activation factor at 10 µM | intestinal alkaline phosphatase [Mus musculus];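 active means activation factor of at least 2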; further: the source names both 10 and 20 µM as test concentration; values of inactives mirror those of a sister screen read the other way
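Assay system: mouse IAP enzyme; Reagent: CDP-Star chemiluminescent phosphatase substrate; Compound: DMSO-dissolved test compounds; Incubation: 30 min, room temperature; Technique: luminescence from enzymatic CDP-Star hydrolysis; Controls: DMSO-only wells and no-enzyme negative control.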
mIAP inh: inhibitors of mouse IAP, primary screen, biochemical, luminescence, uHTS | intestinal alkaline phosphatase [Mus musculus] | 0.2% of 330,000 active | inhibition, % at 10 µM | purified mouse IAP, CDP-Star luminescence, 30 min;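 active means inhibition of at least 40% at 10 µM in the primary screen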;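 further: plate controls were DMSO with enzyme for no effect and no enzyme wells for full effect; values of inactives mirror those of a sister screen read the other way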
MPTP inh: mitochondrial permeability transition pore inhibitors, primary screen, biochemical, isolated mouse mitochondria, absorbance | inhibition, % at 10 µM | 1.4% of 360,000 active | AID 602449, 2012 | Ca2+ swelling absorbance, 30 min;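 active means inhibition of 50% or more, scaled per plate between neutral and stimulator controls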;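 further: 0% = DMSO wells given calcium and 100% = 1 mM EGTA wells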
MIN6 prolif: inducers of MIN6 beta-cell proliferation, primary screen, ATP luminescence, uHTS. 0.29% of 330,000 active. MIN6 cells proliferation, ATPlite luminescence, 48 h; cells starved in 0.2% serum; 100% = growth in 10% serum. proliferation, % at 10 µM;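 active means compounds whose signal lies at least 3.5 SD above the mean of all wells on their plate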;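 further: 0% = DMSO-treated cells in low-serum medium and 100% = 10% serum control; some compounds called inactive have numbers as strong as hits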
hIAP block: human IAP inhibitors, primary screen, biochemical, luminescence, uHTS. 0.12% of 330,000 active. purified IAP, CDP-Star luminescence, 30 min. inhibition, % at 10 µM. Intestinal-type alkaline phosphatase (Homo sapiens), P09923;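 active means inhibition reaching a set limit with compound at 10 µM in the primary screen, cut at about 35% in these data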;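 further: plate controls were DMSO wells with enzyme for no effect and no-enzyme buffer wells for full effect; values of inactives mirror those of a sister screen read the other way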
Target sequence (P09923 whole entry, looked up): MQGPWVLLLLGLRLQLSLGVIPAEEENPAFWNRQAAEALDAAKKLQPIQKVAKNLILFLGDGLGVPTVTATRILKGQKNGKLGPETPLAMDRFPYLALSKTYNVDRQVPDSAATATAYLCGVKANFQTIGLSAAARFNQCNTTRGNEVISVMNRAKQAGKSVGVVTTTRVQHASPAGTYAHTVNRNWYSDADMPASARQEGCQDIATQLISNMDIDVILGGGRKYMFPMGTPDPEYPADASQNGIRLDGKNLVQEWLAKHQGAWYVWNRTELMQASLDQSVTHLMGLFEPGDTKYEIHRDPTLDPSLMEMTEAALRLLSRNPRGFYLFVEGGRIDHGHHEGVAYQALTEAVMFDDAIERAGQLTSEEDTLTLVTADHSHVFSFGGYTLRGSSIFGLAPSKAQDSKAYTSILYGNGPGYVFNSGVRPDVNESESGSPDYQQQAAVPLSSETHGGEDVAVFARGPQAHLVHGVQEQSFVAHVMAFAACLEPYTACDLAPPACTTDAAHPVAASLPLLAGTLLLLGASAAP
hIAP activ: human IAP activators, primary screen, biochemical, luminescence, uHTS; AID 2524, 2010; purified human IAP, CDP-Star luminescence, 30 min; stronger effect = higher value; 1 = vehicle-only enzyme, 0 = enzyme-free background; 0.16% of 330,000 active; activation factor at 10 µM; Intestinal-type alkaline phosphatase (Homo sapiens), P09923;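 active means activation factor of the enzyme at least 2-fold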; further: the source names both 10 and 20 µM as test concentration; values of inactives mirror those of a sister screen read the other way
A3A deaminase: APOBEC3A ssDNA deaminase inhibitors, primary screen, selectivity assay for APOBEC3G inhibitor project, biochemical, FAM/TAMRA oligo cleavage fluorescence; DNA dC->dU-editing enzyme APOBEC-3A (Homo sapiens), P31941; recombinant A3A, FAM/TAMRA ssDNA deamination fluorescence; inhibition, % at 20 µM; 0.41% of 330,000 active; AID 493011, 2011;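 active means at least 40% inhibition at 20 µM here, with at most 30% in a related deaminase screen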;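 further: plate controls were A3A with DMSO for no effect and wells lacking A3A enzyme for full effect; some results filed as inactive read as strong as hits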
Target sequence (P31941 whole entry, looked up): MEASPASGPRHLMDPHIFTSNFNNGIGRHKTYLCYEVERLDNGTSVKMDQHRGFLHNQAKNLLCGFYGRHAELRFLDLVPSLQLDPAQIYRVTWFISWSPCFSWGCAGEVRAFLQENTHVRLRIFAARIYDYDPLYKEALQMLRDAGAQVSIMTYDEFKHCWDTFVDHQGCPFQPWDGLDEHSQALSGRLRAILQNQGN
APOBEC3G inh: APOBEC3G DNA deaminase inhibitors, primary screen, biochemical, fluorescence, single-stranded DNA substrate, uHTS; DNA dC->dU-editing enzyme APOBEC-3G (Homo sapiens), Q9HC16; recombinant A3G, ssDNA deamination FAM/TAMRA fluorescence; inhibition, % at 20 µM; 0.28% of 330,000 active;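 active means inhibition of at least 40% at 20 µM, with no more than 30% in the related APOBEC3A deaminase screen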;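 further: plate controls were DMSO wells with A3G for no effect and wells lacking A3G enzyme for full effect; some compounds called inactive have numbers as strong as hits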
Target sequence (Q9HC16 whole entry, looked up): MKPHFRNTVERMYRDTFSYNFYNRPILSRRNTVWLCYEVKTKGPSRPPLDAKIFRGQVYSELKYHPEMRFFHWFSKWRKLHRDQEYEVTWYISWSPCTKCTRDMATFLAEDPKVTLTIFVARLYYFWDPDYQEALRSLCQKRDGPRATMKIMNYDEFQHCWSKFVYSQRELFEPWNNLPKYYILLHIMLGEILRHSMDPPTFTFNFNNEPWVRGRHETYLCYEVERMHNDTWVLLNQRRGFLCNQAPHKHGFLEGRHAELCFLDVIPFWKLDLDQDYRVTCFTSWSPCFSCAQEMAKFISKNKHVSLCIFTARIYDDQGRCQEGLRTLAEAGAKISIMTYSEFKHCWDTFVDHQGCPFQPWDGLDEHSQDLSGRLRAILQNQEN
* marks the source's active call; other numbers are inactive results. Random draw from the library; about 3.3% have a hit in one of these screens.

SMILES,ATG4B inh,mIAP activ,mIAP inh,MPTP inh,MIN6 prolif,hIAP block,hIAP activ,A3A deaminase,APOBEC3G inh
CCCCc1cc(=O)oc2cc(C)cc(OCC(=O)NCc3cccnc3)c12,1.7,0.87,13.0,-1.5,-0.6,-9.7,1.1,-2.3,1.2
CCCCCN(C(=O)CCC(=O)OCC(=O)N(C)c1ccccc1)c1c(N)n(CCCC)c(=O)[nH]c1=O,-11.2,0.924,7.6,-2.8,1.1,-4.7,1.05,6.4,-3.7
Cn1c(=O)c(Oc2ccc(Cl)cc2)c(O)c2ccccc21,-0.1,0.995,0.5,0.9,-0.2,14.4,0.856,-2.0,-2.0
CCCCNC(=O)NCc1cnn(C)c1C,1.1,0.961,3.9,7.3,-1.5,3.1,0.969,-2.1,-3.1
Cc1ccc(Nc2cc(-n3cccn3)ncn2)c(C)c1,-9.4,1.05,-4.6,-0.8,0.1,-3.4,1.03,0.9,-4.6
CC(=O)c1cc(C#N)c(Oc2ccc(F)cc2)nc1C,10.5,1.11,-10.7,-0.4,-2.3,-17.7,1.18,-2.0,-8.4
O=[N+]([O-])c1cccc(-c2ncc3ccccn23)c1,4.5,1.12,-11.9,-4.6,0.2,-3.6,1.04,-0.5,-14.5
O=C(C1CCN(Cc2nc(-c3ccc(Cl)cc3)no2)CC1)N1CCOCC1,-6.4,0.982,1.8,0.3,1.8,12.1,0.879,-2.7,-7.2
C=CCSc1nc2sc3c(c2c(=O)n1-c1ccccc1)CCN(C)C3,-9.6,0.97,3.0,0.6,-4.8,-1.8,1.02,-1.6,-7.4
CCN(CC)S(=O)(=O)c1ccc(NC(=S)NC(=O)CC(C)C)cc1,-1.9,1.02,-1.6,6.2,0.9,-4.0,1.04,-5.6,-3.9
Cc1cc(OCC(=O)N2CCN(c3ccccc3)CC2)c2c(C)c(C)c(=O)oc2c1,14.8,0.981,1.9,-0.7,8.4,-2.3,1.02,-0.2,-2.5
CN(Cc1ccccc1)C(=O)C1CCCN1S(=O)(=O)c1ccc(Cl)cc1 (configuration not stated),-2.8,1.01,-0.8,-0.6,1.1,4.8,0.952,-4.7,-5.2

Continued:
SMILES,ATG4B inh,mIAP activ,mIAP inh,MPTP inh,MIN6 prolif,hIAP block,hIAP activ,A3A deaminase,APOBEC3G inh
O=C(Nc1nnc(S(=O)(=O)N2CCOCC2)s1)c1ccccc1Cl,12.6,1.03,-3.3,-2.4,-0.8,-4.2,1.04,0.3,-2.2
CC1(C)Nc2ccccc2N(CCC(=O)N2CCOCC2)C1=O,-7.5,1,-0.4,-3.7,-0.9,-18.3,1.18,-3.5,-3.0
CN1CC(=O)N(CC(=O)Nc2cccc3ccccc23)C1=O,-5.0,1.05,-4.6,-3.1,0.2,0.0,1,-2.7,-8.3
Cc1ccccc1-n1c(SCC(=O)N2CCCCC2)nc(O)cc1=O,-2.0,0.964,3.6,-2.0,-4.8,-10.8,1.11,-1.5,-6.4
c1cncc(CNc2cccc(-c3nc4ccccc4[nH]3)c2)c1,-3.5,1.03,-3.1,2.3,-0.8,1.6,0.984,4.0,-1.1
COC(=O)c1c(-c2ccc(OC)cc2)oc2ccc(-c3ccc(OC)nc3)cc12,4.2,0.922,7.8,2.0,-6.5,6.7,0.933,-2.3,-7.6
COC(=O)C1=CN(c2cc(C)cc(C)c2)C=C(C(=O)OC)C1c1cccc(F)c1,-3.2,1.22,-22.3,2.6,-7.1,-46.5,1.47,-2.9,-4.6
O=C(Nc1ccc(Cl)c(Cl)c1)N1CCOCC1,-0.2,1.08,-7.7,1.3,-2.8,-2.5,1.02,0.0,-0.7
COC(=O)c1ccc(C(=O)OC)c(NC(=O)CSCc2ccc(Br)cc2)c1,-22.4,0.924,7.6,2.2,-2.8,-5.1,1.05,1.6,-3.7
COc1ccc(-c2cc3c(=O)n(CC(=O)Nc4ccc(Cl)cc4)nc(C)n3n2)cc1,-4.8,0.922,7.8,-1.6,0.4,11.4,0.886,-1.6,3.6
CC(C)CC(C(=O)NCC1CCCO1)N(C(=O)Cn1nnc(-c2ccc(F)cc2)n1)c1cccc(C(F)(F)F)c1 (configuration not stated),-16.5,0.997,0.3,7.6,-1.8,10.6,0.894,-2.3,-6.5
O=C1NC(=O)/C(=C\c2ccc(Oc3ccc([N+](=O)[O-])cn3)cc2)S1,1.6,1.07,-7.4,7.4,-3.5,-10.2,1.1,-1.9,-4.6

Structural class: those above with an aryl thioether with sulfur outside any ring.
SMILES,ATG4B inh,mIAP activ,mIAP inh,MPTP inh,MIN6 prolif,hIAP block,hIAP activ,A3A deaminase,APOBEC3G inh
C=CCSc1nc2sc3c(c2c(=O)n1-c1ccccc1)CCN(C)C3,-9.6,0.97,3.0,0.6,-4.8,-1.8,1.02,-1.6,-7.4
Cc1ccccc1-n1c(SCC(=O)N2CCCCC2)nc(O)cc1=O,-2.0,0.964,3.6,-2.0,-4.8,-10.8,1.11,-1.5,-6.4

Back to the main list, starting 2 compounds before the break.
SMILES,ATG4B inh,mIAP activ,mIAP inh,MPTP inh,MIN6 prolif,hIAP block,hIAP activ,A3A deaminase,APOBEC3G inh
CC(C)CC(C(=O)NCC1CCCO1)N(C(=O)Cn1nnc(-c2ccc(F)cc2)n1)c1cccc(C(F)(F)F)c1 (configuration not stated),-16.5,0.997,0.3,7.6,-1.8,10.6,0.894,-2.3,-6.5
O=C1NC(=O)/C(=C\c2ccc(Oc3ccc([N+](=O)[O-])cn3)cc2)S1,1.6,1.07,-7.4,7.4,-3.5,-10.2,1.1,-1.9,-4.6
CCNC(=S)NNC(=O)C1CCN(Cc2ccccc2)CC1,0.5,1,-0.5,-0.6,1.1,-62.2,1.62,3.2,-10.1
Cc1ccc(C)c2nc3sc(C(=O)N4CCOCC4)c(N)c3cc12,-9.2,0.999,0.1,-1.1,3.8,3.6,0.964,-2.2,-0.3
COc1ccc(NS(=O)(=O)c2cccc(NC(=O)COc3ccc(OC)cc3)c2)cc1,-9.6,0.95,5.0,2.2,-4.8,3.4,0.966,5.5,2.9
Cc1snc(SCc2ccc(Cl)cc2)c1C#N,9.4,0.984,1.6,1.5,-1.0,0.8,0.992,-3.9,-6.3
CC(=O)Nc1ccc(Oc2ccc([N+](=O)[O-])cc2Cl)cc1,-7.1,0.953,4.7,-1.5,-3.1,-4.6,1.05,0.6,10.7
CCOC(=O)c1cn(Cc2cccc(C)c2)nn1,0.4,0.95,5.0,-0.2,0.0,2.3,0.977,-2.1,-2.8
O=C(OCc1ccccc1Cl)c1cccnc1Cl,5.8,1.04,-3.8,0.8,1.9,-8.6,1.09,0.2,-4.2
O=C(NCCCN1CCOCC1)c1ccc(Cl)cc1[N+](=O)[O-],2.7,0.918,8.2,-0.8,0.0,4.4,0.956,-0.7,-7.7
COc1ccc(NC(=S)N2CCN(c3ccccn3)CC2)cc1OC,-6.4,0.936,6.4,11.7,1.5,-2.7,1.03,6.7,-4.0
COc1ccc(S(=O)(=O)NC2CCCCCC2)c(OC)c1,0.7,0.968,3.2,-0.8,6.9,-1.8,1.02,-1.8,-8.0
O=C(c1cccs1)N1CCN(Cc2cccnc2)CC1,3.8,1.03,-3.5,-2.6,-0.9,-5.2,1.05,-5.6,-7.1
CCOc1ccc(C(=O)N[C@H](C(=O)O)C(C)C)cc1,-9.5,1.07,-6.7,-1.7,-1.2,1.9,0.981,-2.5,7.0

New compounds follow.
SMILES,ATG4B inh,mIAP activ,mIAP inh,MPTP inh,MIN6 prolif,hIAP block,hIAP activ,A3A deaminase,APOBEC3G inh
COCC1CCN(C(=O)C2CCC(=O)N(CCc3cccc(F)c3)C2)CC1 (configuration not stated),3.1,1.04,-4.5,-0.8,-2.4,5.2,0.948,1.1,3.3
COC(=O)c1ccccc1OCc1cccc(C)n1,3.3,1.01,-1.1,6.5,-0.2,-0.6,1.01,-1.2,-3.5
O=C(OCC(=O)N1CCCc2ccccc21)c1cc(S(=O)(=O)N2CCOCC2)ccc1O,3.2,1.03,-3.2,-1.3,0.2,6.0,0.94,8.1,-4.2
CS(=O)(=O)c1ccc(C(=O)N2CCN(C(=O)c3ccco3)CC2)cc1,1.2,0.924,7.6,-0.4,1.1,3.7,0.963,-0.3,-9.6
O=C(Nc1ccc(Cl)cn1)c1cccnc1,4.3,1.03,-2.7,1.4,-0.4,1.8,0.982,-4.5,-8.1
CC(=O)c1cccc(NC(=O)C2C(c3ccccc3)C2(Cl)Cl)c1 (configuration not stated),0.1,1.02,-2.0,8.0,-1.6,-11.8,1.12,-1.5,-6.3
O=C(COC(=O)Cn1cnc2ccccc2c1=O)Nc1ccc(Cl)c(C(F)(F)F)c1,-22.6,0.993,0.7,16.4,-2.2,-3.4,1.03,-0.6,-11.6
Cc1ccc(C(=O)OCC(=O)c2ccc[nH]2)s1,-8.5,0.959,4.1,-1.2,-3.4,18.3,0.817,1.2,3.4
CC(C)C(=O)Nc1cccc(C(=O)Nc2nnc(C(C)C)s2)c1,-10.9,0.906,9.4,-7.3,-2.6,0.8,0.992,-4.8,-7.6
CCC(C)(C)C(=O)Nc1ccc(C(N)=O)cc1,5.2,0.962,3.8,-0.2,-1.2,5.0,0.949,-3.7,-5.2
O=Cc1cccn1-c1c(C(=O)O)cnn1-c1ccccc1,-0.6,0.982,1.8,-2.4,0.7,-6.8,1.07,2.4,8.9
CN(Cc1cnccn1)Cc1nc(Cc2cccc(F)c2)no1,-12.2,1.1,-9.8,1.6,-3.1,-18.8,1.19,-8.8,7.1

Other compounds follow.
SMILES,ATG4B inh,mIAP activ,mIAP inh,MPTP inh,MIN6 prolif,hIAP block,hIAP activ,A3A deaminase,APOBEC3G inh
O=C(c1cc(COc2cccc(C(F)(F)F)c2)on1)N1CCC(c2ccncc2)CC1,-11.7,0.969,3.1,96.7*,-6.7,-15.5,1.16,-1.7,-3.3
CCCCOc1ccc(OCCCN2CCOCC2)cc1,5.8,1.15,-15.1,-2.4,0.7,-5.4,1.05,-0.9,-3.0
CN(C)S(=O)(=O)c1cc(C(=O)O)c(NC2CCCCC2)cc1Cl,13.1,0.916,8.4,-1.1,0.0,2.6,0.974,-1.0,-4.6
N#Cc1nnn2c1nc(N)c1c(F)cccc12,7.9,1.03,-3.1,1.4,-2.2,-3.7,1.04,0.6,-5.7
CN(C)CCNS(=O)(=O)c1ccc(N2CCN(c3ccc(F)cc3)CC2)c([N+](=O)[O-])c1,-5.5,1.04,-3.7,50.5*,-6.5,-15.2,1.15,-5.9,-7.9
O=C(NCC(c1ccco1)N1CCN(c2ccc(F)cc2)CC1)C(=O)NC1CCCC1 (configuration not stated),-5.1,0.968,3.2,-0.3,-1.4,-4.7,1.05,-3.3,-13.0
Cc1ccc(CNC(=O)Cn2ccc3cc(S(=O)(=O)N4CCCC4)ccc32)o1,-2.2,1.09,-9.5,-0.3,-1.8,6.8,0.932,-4.8,-5.5
CN(C)CCCN(C(=O)c1ccc(C(=O)c2ccccc2)cc1)c1nc2c(F)cccc2s1,20.3,0.953,4.7,43.4,-3.2,-8.7,1.09,27.2,1.9

Compound activity (PubChem)
